SENP8 block-1 – human SENP8 protease inhibitors, primary screen, biochemical, fluorescence, Nedd8 protein substrate, uHTS; hit rate 0.64% among 360,000; Sentrin-specific protease 8 (Homo sapiens), Q96LD8; recombinant SENP8; AID 602440, 2012; inhibition, % at 20 µM; in the data active means inhibition mostly above about 40%, no sharp cut-off; inactive means mostly below about 27%
Target sequence (Q96LD8 whole entry, looked up): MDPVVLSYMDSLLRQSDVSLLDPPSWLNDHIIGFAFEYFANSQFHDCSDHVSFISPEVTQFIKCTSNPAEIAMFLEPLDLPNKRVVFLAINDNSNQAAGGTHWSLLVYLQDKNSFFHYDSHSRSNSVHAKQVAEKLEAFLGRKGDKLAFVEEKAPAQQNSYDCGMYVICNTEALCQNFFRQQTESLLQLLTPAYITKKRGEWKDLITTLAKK
SENP1 inh – human SENP1 catalytic domain inhibitors, primary screen, biochemical, FRET, uHTS; Sentrin-specific protease 1 (Homo sapiens), Q9P0U3; recombinant SENP1 catalytic domain, CyPet-SUMO1-YPet FRET cleavage; inhibition, % at 10 µM; hit rate 0.21% among 360,000;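 active means inhibition at least 30% at 10 µM, raw YFP signal under a set limit, fluorescence ratio 0.5 to 1.5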;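 further: 0% = enzyme with DMSO and 100% = no enzyme wells; some results filed as inactive read as strong as hits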
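Material: hSENP1 catalytic domain, recombinant; medium: Tris pH 8 with BME, BSA, NP40 and catalase; compound: single concentration of 10 µM compound, 0.5% DMSO final; technique: FRET read of cyan and yellow fluorescence; timing: 50 min enzyme reaction, room temperature, light-protected; reagent: SFCypet-SUMO1-SFYpet substrate at 25 nM; control set: no-enzyme low, enzyme-DMSO high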
SENP8 block-2 – SENP8 protease inhibitors, primary screen, biochemical, luminescence; hit rate 1.2% among 330,000; purified SENP8, Z-RLRGG-aminoluciferin cleavage; inhibition, % at 10 µM; AID 2540, 2010; Sentrin-specific protease 8 (Homo sapiens), Q96LD8; in the data active means inhibition above about 50%
Apaf-1 inh – inhibitors of human Apaf-1 apoptosome, primary screen, biochemical, DEVD-Rh110 fluorescence, uHTS; reconstituted apoptosome caspase-3 activity; inhibition, % at 20 µM; hit rate 0.71% among 330,000; active means inhibition of at least 40% at 20 µM;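 further: plate controls were DMSO wells for no effect and DEVD-CHO caspase inhibitor wells for full effect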
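System – cell-free apoptosome with Apaf-1, procaspase-3 and caspase-9 · Buffer or medium – pH 7.5 Hepes buffer with CHAPS, BSA, DTT · Also added – cytochrome c with DEVD-Rh110 · Times – 30 min compound preincubation, 50 min activation, room temperature · Technique – Rh110 fluorescence intensity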
PfG6PD inh – PfG6PD enzyme inhibitors, primary screen, biochemical, fluorescence intensity, uHTS; hit rate 0.78% among 350,000; AID 504690, 2011; PfGluPho enzyme, NADPH resazurin-diaphorase fluorescence; inhibition, % at 20 µM; glucose-6-phosphate dehydrogenase-6-phosphogluconolactonase (Plasmodium falciparum 3D7);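 active means inhibition reaching at least a set limit at 20 µM in the primary screen, cut at about 59% in these data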;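 further: 0% = DMSO wells with substrate and 100% = DMSO wells lacking glucose-6-phosphate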
HKDC1 inhibitor – HKDC1 hexokinase inhibitors, primary screen, biochemical, fluorescence, uHTS. Q2TB90. recombinant HKDC1, G6PDH/diaphorase resazurin coupled fluorescence. inhibition, % at 20 µM. hit rate 0.16% among 340,000. AID 493160, 2011;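 active means inhibition above about 35% when tested at 20 µM, limit read from the data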;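 further: plate controls were DMSO wells with enzyme for no effect and DMSO wells lacking enzyme for full effect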
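Assay system – recombinant HKDC1 (HK5) hexokinase enzyme, produced in-house · Input – HKDC1 at 5 µg/mL · Reagent – glucose plus 1 mM ATP as hexokinase substrates · Timing – 90 min reaction incubation at room temperature, dark · Measured by – G6PDH/diaphorase-coupled fluorescence, 1 mM NADP, 100 µM resazurin, 525/613 nm · Benchmarks – DMSO-enzyme wells negative, buffer-substituted wells positive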
SENP6 inh – SENP6 protease inhibitors, primary screen, biochemical, luminescence, uHTS; Sentrin-specific protease 6 (Homo sapiens), Q9GZR1; Recombinant SENP6 catalytic domain, aminoluciferin luminescence; inhibition, % at 10 µM; hit rate 1.8% among 330,000;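 active means inhibition above about 50% at the single tested dose, limit read from the data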;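 further: plate controls were DMSO wells with enzyme for no effect and DMSO wells lacking enzyme for full effect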
Target sequence (Q9GZR1 628-1112 limits assumed): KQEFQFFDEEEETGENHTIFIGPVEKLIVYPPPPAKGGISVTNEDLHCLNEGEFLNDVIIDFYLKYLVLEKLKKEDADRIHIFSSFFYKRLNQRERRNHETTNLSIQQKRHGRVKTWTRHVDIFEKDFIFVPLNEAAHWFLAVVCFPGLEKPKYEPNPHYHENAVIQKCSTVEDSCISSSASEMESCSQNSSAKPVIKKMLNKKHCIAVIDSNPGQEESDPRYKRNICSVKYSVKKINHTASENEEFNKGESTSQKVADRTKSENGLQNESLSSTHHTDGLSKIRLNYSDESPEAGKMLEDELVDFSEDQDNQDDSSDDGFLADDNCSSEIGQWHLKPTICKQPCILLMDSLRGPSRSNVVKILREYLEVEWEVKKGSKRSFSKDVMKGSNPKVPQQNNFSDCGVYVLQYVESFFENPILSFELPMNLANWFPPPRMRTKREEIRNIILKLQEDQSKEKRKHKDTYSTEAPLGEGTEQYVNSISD
NLRP3 yeast inh – NALP3 inflammasome inhibitors in reconstituted yeast, primary screen, luminescence, uHTS; Yeast reconstituted NLRP3/ASC/caspase-1, beta-gal luminescence, 24 h; inhibition, % at 10 µM; hit rate 0.39% among 330,000;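 active means inhibition of 50% or more; inactive means inhibition below 50%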;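 further: plate controls were induced DMSO wells for no effect and uninduced yeast grown without galactose for full effect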
SENP7 inh – SENP7 protease inhibitors, primary screen, biochemical, luminescence, uHTS; Sentrin-specific protease 7 (Homo sapiens), Q9BQF6; recombinant SENP7, Z-RLRGG-aminoluciferin luminescence, 40 min; inhibition, % at 5 µM; hit rate 1.5% among 330,000;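 active means inhibition above about 50% at the single test dose, limit read from the data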;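 further: plate controls were DMSO with enzyme for no effect and no enzyme buffer wells for full effect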
Target sequence (Q9BQF6 706-1050 limits assumed): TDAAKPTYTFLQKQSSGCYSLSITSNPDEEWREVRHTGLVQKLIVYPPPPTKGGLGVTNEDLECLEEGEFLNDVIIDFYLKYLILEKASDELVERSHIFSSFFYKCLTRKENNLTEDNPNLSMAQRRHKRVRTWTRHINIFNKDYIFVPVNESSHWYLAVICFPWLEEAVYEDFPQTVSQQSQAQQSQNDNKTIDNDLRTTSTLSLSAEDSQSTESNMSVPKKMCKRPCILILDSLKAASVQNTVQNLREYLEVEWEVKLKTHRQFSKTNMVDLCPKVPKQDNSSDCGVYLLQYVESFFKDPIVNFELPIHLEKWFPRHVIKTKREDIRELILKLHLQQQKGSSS
* marks the source's active call; other numbers are inactive results; · = no result given.

molecule | SENP8 block-1 | SENP1 inh | SENP8 block-2 | Apaf-1 inh | PfG6PD inh | HKDC1 inhibitor | SENP6 inh | NLRP3 yeast inh | SENP7 inh
COc1ccc(/C=C(\C#N)C(=O)N2COCC2(C)C)cc1 | 8 | 2 | -5 | 5 | 10 | -2 | -8 | 19 | -8
CCOc1ccc(/C(O)=C/C(=O)C(=O)Nc2ccc(S(=O)(=O)NC(C)=O)cc2)cc1 | -30 | -1 | -6 | 7 | -3 | -9 | -25 | 16 | 2
O=[N+]([O-])c1cccc(C(=S)N2CCN(c3ccc(F)cc3)CC2)c1 | 23 | 6 | 0 | -1 | 34 | -9 | -15 | -16 | -8
COc1ccc(Cl)cc1S(=O)(=O)NC(C)C(=O)NCCCn1ccnc1 (stereo not drawn) | 12 | -1 | 1 | -9 | 0 | -6 | -5 | 10 | 1
COCCN(C(=S)Nc1c(C)cc(C)cc1C)C(C)c1cccs1 (stereo not drawn) | -4 | 2 | 5 | 12 | 13 | 1 | 1 | -8 | 4
Nc1c(NCc2ccccc2)c(=O)c1=O | 14 | 1 | 4 | -23 | -4 | -7 | 0 | -10 | 0
COc1ccc(/C=C2\SC(=Nc3ccccc3OC)NC2=O)cc1 | -9 | -4 | -23 | 17 | -21 | 8 | -24 | 19 | -10
COc1ccc(CCN2CC(C(=O)OCC(=O)NC(C)c3cccc(Cl)c3)CC2=O)cc1OC (stereo not drawn) | 16 | 1 | -10 | 0 | -3 | -7 | -7 | 7 | -5
CC(CNC(=O)CCCn1ncn2c(cc3occc32)c1=O)c1ccccc1 (stereo not drawn) | 5 | -3 | -7 | 14 | -12 | -2 | -11 | 0 | -18
CCOC(=O)c1[nH]c2ccc(F)cc2c1NC(=O)CN1CCc2cc(OC)c(OC)cc2C1 | · | · | 1 | 20 | · | · | 11 | 22 | -2
O=C(Nc1ccccc1)OCC1CCCN2CCCCC12 (stereo not drawn) | 29 | 1 | -8 | 6 | 14 | 1 | -9 | 8 | -5
CCOC(=O)C1CCCN(C(=O)COC(=O)C2=COCCO2)C1 (stereo not drawn) | 25 | -2 | 2 | 0 | -4 | -4 | 8 | 3 | 4
Cn1ncc2c(NCCO)nc(Cl)nc21 | 6 | -2 | · | · | -4 | -7 | · | · | ·
COc1ccc(NS(=O)(=O)NC(=O)c2cn(C)c3ccccc23)cc1 | 32 | 3 | 1 | -10 | -11 | 0 | -15 | 15 | -2
CC(C)Cn1c(-c2nn(C)cc2Cl)n[nH]c1=S | 19 | 1 | -11 | 5 | 31 | 0 | -8 | 25 | -8
CC(=O)N1CCc2cc(S(=O)(=O)CCC(=O)NCCc3ccc(C)cc3)ccc21 | 17 | 0 | -6 | -5 | -12 | -3 | -3 | -1 | 0
Cc1ccc(N2CC(C(=O)Nc3nccs3)CC2=O)cc1 (stereo not drawn) | 3 | 1 | -9 | -11 | 2 | -2 | 9 | 6 | -4
COc1ccc(S(=O)(=O)N(C)C)cc1NC(=O)C1CCN(c2ncnc3sc(C)c(C)c23)CC1 | -20 | -5 | · | · | -11 | -1 | · | · | ·
COc1cccc(C2=NN(C(C)=O)C(c3cccs3)C2)c1 (stereo not drawn) | 10 | -1 | 3 | 5 | 8 | -4 | -4 | 16 | 6
Cc1cccc(C(=O)OCC(=O)NCC2CCCO2)c1O (stereo not drawn) | 13 | 0 | -10 | -4 | 1 | -6 | -9 | 0 | 1
O=C(CSc1ccccc1)NCCCN1CCOCC1 | 4 | 0 | 2 | -1 | -10 | -6 | -11 | 16 | -7
COC(=O)CNC(=O)c1ccccc1[N+](=O)[O-] | 18 | 3 | -11 | -9 | -20 | -4 | -9 | -2 | -6
Cc1ccc(S(=O)(=O)N2CCOCC2)cc1NC(=O)CSc1ccc(Cl)cc1 | -11 | 3 | 4 | 2 | 0 | -2 | -1 | 17 | -5
CCN(CC)CCCN(C(=O)c1ccc(F)cc1)c1nc(-c2ccc(OC)cc2)cs1 | 19 | -2 | 11 | 14 | 10 | 4 | 3 | 32 | -2
O=C(O)CCCC(=O)Nc1nncs1 | 8 | 1 | -1 | -5 | -13 | -6 | -20 | 16 | 0
COCCN1CCN(Cc2nc(C3(c4ccc(C)cc4)CCCC3)no2)CC1 | 12 | -4 | 8 | -15 | -4 | -7 | 18 | 33 | 4
Cc1ccc(CSC2=Nc3sccc3C3=NC(=O)CN23)cc1 | -26 | -54 | -3 | 24 | -8 | 10 | -4 | 3 | 0
C=CCNc1oc(-c2ccc(OC)cc2)nc1C#N | -280 | -2 | -2 | -11 | -11 | -9 | 6 | 38 | -2
CN(C)S(=O)(=O)c1ccc(C(=O)NCCN2C(=O)S/C(=C\c3cccnc3)C2=O)cc1 | 10 | 1 | -4 | 3 | 8 | 5 | 7 | 21 | -3
Cc1c(C)c(C)c2[nH]c(=S)[nH]c2c1C | 25 | 2 | -3 | 9 | 1 | 0 | 1 | 3 | -6
COc1ccccc1N1CCN(C(=O)c2ccc3c(=O)n(Cc4ccco4)c(=S)[nH]c3c2)CC1 | 21 | 2 | -13 | 24 | 17 | -4 | -13 | 19 | -10
Cn1nccc1C(=O)N1CCN(C23CC4CC(CC(C4)C2)C3)CC1 | 24 | -2 | -4 | -56 | -5 | -4 | 8 | 2 | 7
COc1ccc2c(c1OC)C(=O)OC2N1C(=O)CC[C@H]1C(=O)NCC1CCCO1 (stereo partly drawn) | -23 | 2 | 5 | -5 | 1 | -5 | 7 | 19 | -2
Cc1cc(NC(=O)CSc2nc3c(c(=O)n(C)c(=O)n3C)n2C(C)C)no1 | 14 | 1 | 22 | -8 | -5 | -10 | -5 | 6 | -7
Cc1ccc(C2=N/C(=C/N3CCOCC3)C(=O)O2)cc1 | 11 | 2 | -7 | 15 | -4 | -1 | -21 | 12 | -7
COc1ccccc1OCC(=O)Nc1ccc(N2CCOCC2)cc1N1CCOCC1 | 5 | 1 | -2 | 2 | 6 | 5 | 5 | 11 | 1
COc1cccc(CN2CCN(c3ncccn3)CC2)c1 | 5 | 1 | -11 | -3 | -3 | -1 | -4 | 17 | -3
Cc1ccc(S(=O)(=O)Oc2ccc(/C=N/N=C3/NC(=O)C(CC(=O)O)S3)cc2)cc1 (stereo not drawn) | 12 | 0 | 4 | 7 | -21 | -3 | 3 | 10 | 2
Cc1ccc(CNS(=O)(=O)c2cc3c(cc2C)N(C)CCO3)cc1 | -33 | 3 | 3 | -2 | 12 | 1 | -10 | 8 | 3
CN(C)S(=O)(=O)NCC1CCCN(Cc2ccc(-c3ccccc3)cc2)C1 (stereo not drawn) | 16 | -2 | -7 | -9 | 3 | 4 | -6 | 12 | -1
CCCc1ccc(C(=O)NNc2cc(Cl)ccc2Cl)cc1 | 18 | 0 | -10 | 4 | 19 | 1 | -29 | 57* | -5
OCCC1CN(C2CCN(c3ccccc3F)CC2)CCN1Cc1ccccc1 (stereo not drawn) | 21 | -1 | -2 | -18 | 6 | -7 | 18 | 8 | 6
COc1ccc(NS(=O)(=O)c2cc(Cl)ccc2Cl)cc1S(=O)(=O)N1CCCCC1 | 20 | 1 | 1 | -3 | -6 | -6 | -16 | -2 | 2
O=C(COc1ccccc1)Nc1ncccn1 | 15 | 0 | 1 | -7 | 1 | -14 | -16 | 16 | -1
CCc1nc2nc(C)c(NS(=O)(=O)c3cccs3)c(=O)n2[nH]1 | -3 | 1 | -3 | 1 | 2 | -5 | -20 | -3 | -15
CN(CCOc1ccccc1)C(=O)c1cc(S(=O)(=O)N2CCCCC2)ccc1Cl | -4 | 1 | 10 | 6 | -1 | -3 | 3 | 8 | -2
O=C1c2ccccc2C(=O)N1CC(O)COCc1ccccc1 (stereo not drawn) | 11 | 0 | -4 | -3 | -4 | -5 | -41 | 13 | -10
O=C(NCc1cnn(-c2ccc(F)cc2)c1)C1CCC(=O)N(C2CC2)C1 (stereo not drawn) | 5 | 2 | -6 | -7 | -12 | -7 | -13 | 18 | 15
O=C(NCc1ccncc1)C1CCN(S(=O)(=O)c2ccccc2)CC1 | 0 | 1 | -15 | 3 | -3 | -5 | -12 | 8 | 13
Cc1ccc(Cl)c2c(N=Nc3ccccc3)c(O)[nH]c12 | 22 | -8 | -4 | 4 | -18 | -8 | -5 | 30 | -8

In the list so far, 6 have an NH in an aromatic ring.
molecule | SENP8 block-1 | SENP1 inh | SENP8 block-2 | Apaf-1 inh | PfG6PD inh | HKDC1 inhibitor | SENP6 inh | NLRP3 yeast inh | SENP7 inh
CCOC(=O)c1[nH]c2ccc(F)cc2c1NC(=O)CN1CCc2cc(OC)c(OC)cc2C1 | · | · | 1 | 20 | · | · | 11 | 22 | -2
CC(C)Cn1c(-c2nn(C)cc2Cl)n[nH]c1=S | 19 | 1 | -11 | 5 | 31 | 0 | -8 | 25 | -8
Cc1c(C)c(C)c2[nH]c(=S)[nH]c2c1C | 25 | 2 | -3 | 9 | 1 | 0 | 1 | 3 | -6
COc1ccccc1N1CCN(C(=O)c2ccc3c(=O)n(Cc4ccco4)c(=S)[nH]c3c2)CC1 | 21 | 2 | -13 | 24 | 17 | -4 | -13 | 19 | -10
CCc1nc2nc(C)c(NS(=O)(=O)c3cccs3)c(=O)n2[nH]1 | -3 | 1 | -3 | 1 | 2 | -5 | -20 | -3 | -15
Cc1ccc(Cl)c2c(N=Nc3ccccc3)c(O)[nH]c12 | 22 | -8 | -4 | 4 | -18 | -8 | -5 | 30 | -8

Laid out differently: results already given.
Every second line gives: SENP8 block-1 | SENP1 inh | SENP8 block-2 | Apaf-1 inh | PfG6PD inh | HKDC1 inhibitor | SENP6 inh | NLRP3 yeast inh | SENP7 inh
- COc1ccc(NS(=O)(=O)c2cc(Cl)ccc2Cl)cc1S(=O)(=O)N1CCCCC1
    20 | 1 | 1 | -3 | -6 | -6 | -16 | -2 | 2
- O=C(COc1ccccc1)Nc1ncccn1
    15 | 0 | 1 | -7 | 1 | -14 | -16 | 16 | -1

Outcome played no part in choosing rows; overall some 4.1% were active at least once.
